# Assay outcomes: PubChem BioAssay, National Center for Advancing Translational Sciences (NCATS)
# Chronic BCR inh – qHTS Assay to Find Inhibitors of Chronic Active B-Cell Receptor Signaling. ABC-DLBCL IkBa-CBG/CBR reporter, luminescence ratio, 4 h. Potency, µM (series often up to 46.1 µM), without a hit: at the top dose ratio change, negative = lower green/red ratio, most hits filed as inhibitors. actives 0.05% (n = 340,000). AID 493014, 2011; active = well fitted inhibition curve with a large enough effect in the signal ratio, with a control signal flat, not every such curve was filed as active; inconclusive = small, poorly fitted or top-dose-only effect, or effect the other way, or a change in a side signal; the % refers to the signal ratio;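 also: potency is read from the fitted curve at half-maximal effect; plate controls were basal doxycycline-induced cells for no effect and cells given 10 µM MG132 for full effect; MG132 reads +100%, hits lower the ratio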
#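 Doxycycline induced both beetle luciferases in TMD8 lymphoma cells; IKK-driven degradation limits the IkappaBalpha-fused green signal, while red luminescence normalises for cell number and nonspecific effects. Compounds tested up to 46 uM, 4 hrs.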
# B2AR arrestin – qHTS assay of beta-arrestin-biased ligands of beta2-adrenergic receptor | Beta-2 adrenergic receptor (Homo sapiens), P07550 | beta-arrestin recruitment to beta2AR, cell-based reporter | Potency, µM (top dose mostly 46.1 µM), for the others: at the top dose activation, actives largely listed as activators | actives 0.02% (n = 330,000) | AID 492947, 2010;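 also: potency is read from the fitted curve at half-maximal effect; 0% = DMSO controls and full agonism = EC100 isoproterenol or metaproterenol; nearly all actives have a fitted effect of over 65% in size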
# KCNH2 3.1 inh – qHTS for Inhibitors of KCHN2 3.1: Mutant qHTS; actives 0.95% (n = 340,000); Potassium voltage-gated channel subfamily H member 2, brain isoform KCNH2 3.1 (human); U2OS KCNH2 3.1, thallium flux FluxOr; stronger effect = lower value; AID 720553, 2013; activity change, % (tested at about 1.8 µM);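 active = maximum activity change below -70%; inconclusive = maximum activity change from -70% to -50%; inactive = maximum activity change above -50%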;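 also: thallium influx rate constant from kinetic fluorescence after stimulation buffer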
#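 Virally transduced U2OS (3.1 isoform, 4 h infection in dark at RT) → overnight 37 C → FluxOr + Red40 in HBSS/HEPES, 45 min → stimulation buffer, 2 min kinetic read → rate constant vs DMSO controls.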
# USP2a inh – qHTS Assay for Inhibitors of Ubiquitin-specific Protease USP2a Using CHOP2 as the Reporter; USP2 core, Ub-CHOP2 coupled fluorogenic reporter, 485/531; actives 0.01% (n = 330,000); AID 463254, 2010; Potency, µM (doses to about 38.3 µM), for the others: top-dose activity change, negative = inhibition, usual class: inhibitors; Ubiquitin carboxyl-terminal hydrolase 2 (Homo sapiens), O75604;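 also: potency is read from the fitted curve at half-maximal effect; plate controls were DMSO wells for no effect and full inhibition by NEM control for full effect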
# Target sequence (O75604 whole entry, looked up): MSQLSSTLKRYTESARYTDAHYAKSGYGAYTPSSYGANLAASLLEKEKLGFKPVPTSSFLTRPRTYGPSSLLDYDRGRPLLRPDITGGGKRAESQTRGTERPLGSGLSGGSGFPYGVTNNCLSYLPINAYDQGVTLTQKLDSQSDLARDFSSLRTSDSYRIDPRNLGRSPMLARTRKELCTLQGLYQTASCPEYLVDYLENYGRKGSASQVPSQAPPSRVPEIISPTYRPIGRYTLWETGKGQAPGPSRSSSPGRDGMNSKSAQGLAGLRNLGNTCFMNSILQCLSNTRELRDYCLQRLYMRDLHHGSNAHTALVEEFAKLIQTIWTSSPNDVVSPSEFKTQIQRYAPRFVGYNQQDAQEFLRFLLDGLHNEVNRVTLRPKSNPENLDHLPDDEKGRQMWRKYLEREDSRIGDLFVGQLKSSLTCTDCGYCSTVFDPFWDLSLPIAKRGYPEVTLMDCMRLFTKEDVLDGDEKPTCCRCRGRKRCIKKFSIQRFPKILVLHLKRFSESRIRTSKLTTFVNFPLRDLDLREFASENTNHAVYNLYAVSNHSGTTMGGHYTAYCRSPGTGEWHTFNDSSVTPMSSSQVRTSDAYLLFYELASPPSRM
#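 Deubiquitinase activity read as fluorescence (485/531 nm) after Ub-CHOP2 cleavage activates the enterokinase reporter on its substrate; USP2 core 10nM, Ub-CHOP2 and substrate 25nM each, 30min compound preincubation then 60min RT; data normalized to NEM, curves fitted.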
# GALK inhibitor – qHTS Assay for Inhibitors of Human Galactokinase (GALK). Purified GALK, Kinase-Glo residual ATP luminescence. P51570. actives 0.007% (n = 270,000). Potency, µM (doses to about 57.5 µM), without a hit: at the highest dose activity change, negative = inhibition, usual class: inhibitors; also: potency is read from the fitted curve at half-maximal effect
#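 Quantitative HTS: GALK 5 nM, ATP 35 uM, galactose 100 uM, 1 h room temperature, then luciferase-based ATP detection.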
# Coupling enz – qHTS Assay for Inhibitors of Fructose-1,6-bisphosphate Aldolase from Giardia Lamblia: Coupling assay counterscreen; coupling enzyme system counterscreen, AmpLite Red fluorescence; activity change, negative = inhibition, % at 58.2 µM, hits read low; actives 0.67% (n = 290,000); AID 2472, 2010; in the data active = activity change below about -30%
#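 Fluorescence at 525 nm excitation and 598 nm emission measured inhibition of the coupled detection system without aldolase. Compounds (at 57.5 uM final) were preincubated 10 min at room temperature with coupling enzyme reagent before a 20 min substrate/AmpLite Red step.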
# Giardia killer – Small Molecules that selectively kill Giardia lamblia: qHTS; Giardia lamblia trophozoite viability; activity change, % at 7.66 µM, hits read low; actives 0.15% (n = 340,000); AID 540267, 2011; in the data active = activity change below about -80%; inconclusive = between about -30% and that limit;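 also: parasites exposed to compound for two days anaerobically before the ATP read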
#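 Media and compound were dispensed first, then trophozoites at 100 cells/well; plates sat 48 hrs at 37 deg C without oxygen before ATP luminescence reagent was added and read after 15-30 min at room temperature.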
# uPA surface inh – qHTS for Inhibitors of Cell Surface uPA Generation | AID 540303, 2011 | Potency, µM (highest dose often 38.3 µM), for inactives: at the top dose activity change, negative = inhibition, usual class: inhibitors | actives 0.31% (n = 330,000) | cell surface uPA generation assay, qHTS; active = well fitted inhibition curve with a large enough effect; inconclusive = small, poorly fitted or top-dose-only effect; inactive = no such curve, though single readings can be large or run the other way; tested in mouse RAW 264.7 cells; also: potency is read from the fitted curve at half-maximal effect; nearly all actives have a fitted effect of over 55% in size
# PKM2 act – qHTS Assay for Activators of Human Muscle isoform 2 Pyruvate Kinase; actives 0.34% (n = 260,000); purified PKM2, Kinase-Glo ATP luminescence, activation; response scale: 0% is enzyme alone, no compound; AID 1631, 2009; Potency, µM (series often up to 57.5 µM), without a hit: at the top dose activation, hits mostly activators; also: potency is read from the fitted curve at half-maximal effect; nearly all actives have a fitted effect of over 55% in size
#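 hPK-M2, >95% pure; 0.1 mM ADP / 0.5 mM PEP final; imidazole pH7.2 buffer w/ 7 mM MgCl2, 50 mM KCl; 1 h RT; Kinase-Glo lum. Intermediate enzyme activity for dual inhibitor/activator qHTS.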
# KCNH2 WT inh – qHTS for Inhibitors of KCHN2 3.1: Wildtype qHTS | activity change, % at 1.84 µM | U2OS, BacMam KCNH2, thallium flux FluxOr; stronger effect = lower value | AID 720551, 2013 | actives 0.37% (n = 340,000);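 active = maximum activity change below -70%; inconclusive = maximum activity change between -70% and -50%; inactive = maximum activity change above -50%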
#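 U2OS cells were transduced with wild-type KCNH2 virus (2.03 x 10^8 / mL) for 4 h at room temperature, then cultured overnight at 37 C. Thallium flux was read with FluxOr dye. Rate constants were normalized to DMSO controls.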
# Eya2 inh – qHTS Assay for Inhibitors of the Phosphatase Activity of Eya2. AID 488837, 2010. recombinant Eya2, OMFP fluorescence dephosphorylation (OMFP is methylfluorescein phosphate). Potency, µM (highest dose often 76.9 µM), without a hit: top-dose activity, negative = inhibition, actives largely listed as inhibitors. actives 0.006% (n = 330,000). Protein phosphatase EYA2 (Homo sapiens), O00167; also: potency is read from the fitted curve at half-maximal effect
# Target sequence (O00167 whole entry, looked up): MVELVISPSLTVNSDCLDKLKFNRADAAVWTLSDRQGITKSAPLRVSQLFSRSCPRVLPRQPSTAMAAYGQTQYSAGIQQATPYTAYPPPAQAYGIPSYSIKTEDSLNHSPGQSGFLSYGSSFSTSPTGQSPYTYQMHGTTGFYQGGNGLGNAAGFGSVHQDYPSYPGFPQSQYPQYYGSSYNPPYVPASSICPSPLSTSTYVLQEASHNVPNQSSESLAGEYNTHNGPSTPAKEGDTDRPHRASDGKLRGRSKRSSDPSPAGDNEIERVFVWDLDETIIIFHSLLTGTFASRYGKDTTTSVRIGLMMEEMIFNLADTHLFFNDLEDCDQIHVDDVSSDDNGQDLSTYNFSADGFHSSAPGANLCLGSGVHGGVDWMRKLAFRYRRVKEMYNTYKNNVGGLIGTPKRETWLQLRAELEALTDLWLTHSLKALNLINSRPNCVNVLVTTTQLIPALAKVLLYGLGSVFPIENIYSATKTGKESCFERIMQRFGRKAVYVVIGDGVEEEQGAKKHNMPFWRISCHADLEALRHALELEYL
#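 Eya2 protein (added as 0.2 uM solution) was preincubated with compound for 10 min at ambient temperature in 50 mM HEPES pH 7.5, 50 mM NaCl, 5 uM MgCl2, 0.05% BSA, 1 mM DTT. OMFP (added at 50 uM) then reacted 10 min; fluorescence read at 485/525 nm.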
# Active calls of the source: *; ? = inconclusive; . = not tested or not shown; & = joins results of further samples; [ ] = remark or other dose. Unless noted, calls follow the shape of the dose curve; as a rule, active = well fitted curve in the direction sought with a large enough effect; inconclusive = small, poorly fitted or top-dose-only effect, or another doubt; inactive = no such curve, though single readings can be large; an effect the other way counts as inactive or inconclusive. Unless noted, % is scaled to controls: 0 for no effect and ±100 for the full control effect.
SMILES,Chronic BCR inh,B2AR arrestin,KCNH2 3.1 inh,USP2a inh,GALK inhibitor,Coupling enz,Giardia killer,uPA surface inh,PKM2 act,KCNH2 WT inh,Eya2 inh
O=C(Nc1ccc(NC(=O)C2CCCN2C(=O)OCc2ccccc2)cc1)c1ccco1 (configuration not stated),4%,0.2%,2,-2%,2%,-3,0,11%,-17%,0,6%
CCN(c1ccccc1)S(=O)(=O)c1ccc(Cl)c(NC(=O)CN2CCN(C)CC2)c1,2%,-0.5%,5,4%,.,.,4,-3%,.,6,-12%
O=C(CN(c1ccc(F)cc1)S(=O)(=O)c1ccc2c(c1)OCCO2)Nc1cccnc1,8%,0.5%,-15,1%,1%,0,-11,-7%,2%,5,-2%
CC(C)C(=O)N1CCN(c2nc3ccc(Cl)cc3s2)CC1,9%,0.1%,-7,0%,-2%,.,3,-9%,.,0,-7%
CC(C)C1CC(=O)NC(SCC(=O)Nc2ccc(Br)cc2)=C1C#N (configuration not stated),?,-0.5%,-10,4%,-1%,-3,1,-10%,-1%,-14,6%
O=C(CSc1ccccc1)Nc1ccccc1N1CCOCC1,1%,-0.7%,-18,5%,-2%,4,-11,4%,-2%,6,7%
Cc1cccc(CNc2ccc(S(=O)(=O)N3CCCCC3)cc2)c1,6%,-2.8%,30,4%,.,.,8,-24%,.,-8,-3%
O=C1C2=C(C(=O)c3ccccc31)C1O[C@](c3ccsc3)(Cc3ccccc31)O2,19%[9.22 µM],-0.3%[9.22 µM],.,0%[7.66 µM],.,-16,.,.,-2%[11.5 µM],.,7%[15.4 µM]
Cc1ccc(/C=N/NC(=O)Cn2ccc(C(F)(F)F)n2)o1,-8%,0.2%,-2,0%,10%,1,-10,1%,1%,1,?
CC1(C)Cc2c(C#N)c(SCCO)nc(N3CCOCC3)c2CO1,-13%,-0.4%,1,4%,7%,5,-6,7%,.,-4,-13%
Cc1cc(O)cc2c1C(c1ccc(F)cc1)CC1(CC(C)(C)NC(=S)N1)O2 (configuration not stated),?,0.5%,-19,-1%,1%,0,-6,6%,0%,-3,-7%
Cn1c(=O)[nH]c(=O)c2c1nc(NCCCO)n2CCCc1ccccc1,1%,0.5%,6,5%,-2%,2,-12,-7%,0%,0,-7%
CN1CCN(CC(=O)Nc2ccccc2C(F)(F)F)CC1,-3%,-0.3%,3,-19%,-4%,0,3,7%,-2%,4,3%
CN1C(=O)/C(=C/c2ccc(C(=O)NC3CCCC3)cc2)Oc2ccccc21,-11%,0.1%,16,4%,-2%,0,7,1%,-4%,1,-6%
Cc1nn(CC(=O)Nc2ccc(C#N)cc2)c(C)c1[N+](=O)[O-],5%,-0.2%,-5,-1%,1%,0,5,10%,2%,-4,2%
O=C(Nc1ccnn1C1CCN(CCCc2ccccc2)CC1)c1ccccc1Cl,1%,-0.7%,-112*,-4%,3%,.,4,-14%,0%,-120*,-16%
Nc1ccc2nc3c(=O)n(C4CCCCC4)c(=O)[nH]c3nc2c1,-8%,0.0%,-4,?,-2%,-15,16,-14%,1%,-7,?
Clc1cccc(CN2CCSCC2)c1,0%,-0.3%,-7,1%,-1%,-1,40[activator],14%,6%,-7,11%
O=C(Nc1ccc2c(c1)OCCO2)C1c2ccccc2C(=O)N2CCc3ccccc3C12 (configuration not stated),?,0.0%,-5,1%,2%,0,-10,7%,18%,-10,5%
Brc1ccc2nc(-c3c[nH]c4ccccc34)cn2c1,?,0.0%,-21,1%,4%,-14,-16,?,4%,-4,-4%
COCCn1c(SCC(=O)N2CCC(C)CC2)nc2c([nH]c3ccccc32)c1=O,?,-0.3%,21,-1%,8%,.,-1,0%,17%,8,2%
COc1cccc(C(=O)COC(=O)c2ccc(NC(C)=O)cc2)c1,-7%,-0.5%,0,2%,2%,4,-3,-2%,0%,4,4%
CN(Cc1cccc(F)c1)C(=O)c1ccc(S(=O)(=O)N2CCCCCC2)cc1,-4%,-0.7%,-21,3%,.,.,27,-3%,.,-3,-10%
O=C(CNC(=S)N(Cc1ccccc1)Cc1cccnc1)NCc1ccccc1,-2%,0.2%,-6,9%,-2%,4,2,-7%,-3%,8,5%
O=S(=O)(c1ccc2c(c1)CCCN2)N1CCCCC1,5%,-0.1%,-11,1%,.,.,13,-16%,.,-26,6%

# Additional results:
SMILES,Chronic BCR inh,B2AR arrestin,KCNH2 3.1 inh,USP2a inh,GALK inhibitor,Coupling enz,Giardia killer,uPA surface inh,PKM2 act,KCNH2 WT inh,Eya2 inh
O=C(NNC(=O)C1[C@H]2CCCC[C@@H]12)NC1CCCCC1 (some centres not stated),4%,-1.5%,-76*,2%,0%,0,16,20%,3%,.,8%
COc1ccc(CCc2nnc(CCC(=O)NCCc3ncccc3C)o2)cc1,-1%,0.0%,13,3%,6%,0,2,15%,-9%,-19,-13%
Cc1ccc(S(=O)(=O)c2ccccc2)cc1S(=O)(=O)N1CCOCC1,?,-1.2%,-5,3%,0%,1,-16,-4%,1%,10,4%
CCN(c1ccccc1)S(=O)(=O)c1ccc(OC)c(NC(=O)c2cc(F)c(F)c(F)c2F)c1,6%,-0.8%,-23,7%,.,.,12,-3%,.,2,-17%
O=C(Oc1cccccc1=O)c1ccccc1,?,3.9%,-22,-1%,0%,2,-6,?,11%,.,-8%
CC(=O)NCCOc1cccc(OCCNC(C)=O)c1,-23%,-1.1%,2,-2%,1%,0,-14,-3%,7%,1,-1%
CC(C)(C)c1cc(=O)n2c(nc3ccccc32)[nH]1,?,-0.5%,-15,3%,0%,2,-5,-9%,-28%,30,-3%
CCCS(=O)(=O)N1CCC(CCOc2ccccc2)(C(=O)OCC)CC1,-3%,-0.3%,-4,-2%,0%,0,-11,.,1%,9,-8%
O=C(CSc1ccc(Cl)cc1)NCc1ccncc1,-2%,-0.4%,2,0%,1%,7,3,1%,2%,-1,-5%
CCCN1Cc2cccc(C(=O)NCc3ccc(C)cc3)c2C1=O,-4%,-1.0%,1,-2%,5%,1,5,-8%,5%,-2,7%
CS(=O)(=O)N1CCN(C(=O)c2ccccc2)C1,-1%,0.0%,-9,1%,-4%,2,4,1%,-19%,25,11%
CC(C)NS(=O)(=O)c1ccc(NC(=O)Cc2ccsc2)cc1,-3%,5.0%,13,0%,.,0,?,-1%,.,7,-15%
Cc1ccc(N=Cc2c(C)[nH]n(-c3ccccc3)c2=O)nc1,22%,0.1%,1,1%,0%,0,-1,1%,-16%,-13,-9%
Cc1cccc(C(=O)N2CCCC(N3CCN(Cc4ccc5c(c4)OCO5)CC3)C2)n1 (configuration not stated),5%,-0.6%,9,0%,5%,-2,-16,9%,4%,1,-10%
CN(CCCn1c(=S)[nH]c2ncccc2c1=O)Cc1ccccc1,1%,0.0%,3,1%,-1%,0,2,3%,5%,-4,-9%
Cc1nc(=S)c2ccccc2[nH]1,?,0.0%,10,-1%,1%,-2,31[activator],3%,-11%,-9,-10%
CCc1cccc(N(C(=O)c2csnn2)C(C(=O)NC2CCCCC2)c2cccnc2)c1 (configuration not stated),0%,-0.9%,-7,0%,1%,2,3,9%,.,0,-5%
CC(=O)Nc1ccc(OC(=O)c2c(-c3ccccc3Cl)noc2C)cc1,-4%,-0.7%,-5,-2%,2%,0,0,0%,-1%,4,1%
Cc1ccc(C(O)CCc2ccc(N)cc2)cc1 (configuration not stated),-2%,0.3%,0,6%,-1%,2,-4,0%,.,1,12%
N=C(N)N1CCc2ccccc2C1,1%,-3.8%,.,0%,.,3&0,.,.,-1%,.,4%
CC1CCc2sc(NC(=O)c3ccc(N4C(=O)CCC4=O)cc3)c(C(N)=O)c2C1 (configuration not stated),-3%,9.5%,-1,-2%,-5%,-1,2,-6%,1%,44,5%
COc1ccc(-c2cc(C(=O)N3CCN(c4ccc(F)cc4)CC3)no2)cc1OC,?,-0.2%,-3,2%,-5%,0,15,-3%,-9%,-4,-23%
COCCNc1nnc(SCC(=O)c2c[nH]c3ccccc23)s1,?,-0.3%,-1,1%,0%,-21,-16,2%,20%,-16,5%
CC(C)(C)C1CCc2c(sc(NC(=O)c3cccs3)c2C(N)=O)C1 (configuration not stated),?,-0.6%,19,0%,-1%,-1,-24,-6%,-24%,-5,0%
